Akt phos inh: Akt phosphorylation inhibition | Neuro2A IGF-stimulated pAkt S473 HTRF, 20 min; active compounds read low | activity change, % for hits at 50 µM | 0.32% of 360,000 active; in the data active = activity change below about -80%; inconclusive = mostly about -51% to -80%; also: % is scaled to controls: 0 for no effect and ±100 for the full control effect
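Single-point screen (50 µM final compound) in Neuro2A cells stimulated 20 min with 6 nM IGF at 37 deg C. After lysis, Ser473-phosphorylated Akt read by HTRF (ex 330 nm, em 615/665 nm) as the 665/615 ratio.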
A549 tox: counter-screen for Nrf2 inhibitors: cytotoxicity in A549 cells; Potency, µM (titrated, usually from 46 µM), for inactives: at the top dose activity change, negative = cytotoxicity, hits mostly inhibitors; 0.16% of 390,000 active; A549 ARE-Fluc cells, CellTiter-Fluor viability, 18-24 h; also: potency is read from the fitted curve at half-maximal effect; % is scaled to controls: 0 for no effect and ±100 for the full control effect
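A549 ARE_Fluc cells in 5% FBS OPTI-MEM were exposed to compounds in concentration-response for 18-24 h at 37 deg C. Viability was read by CellTiter-Fluor fluorescence (Ex 405/Em 525) after 30 min, before the luciferase read.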
Nrf2 block: Nrf2 pathway inhibition. A549 ARE-Fluc reporter, luciferase luminescence, 18-24 h. Potency, µM (top dose mostly 46 µM), for the others: at the top dose activity change, negative = inhibition, most hits filed as inhibitors. 2.1% of 360,000 active; also: potency is read from the fitted curve at half-maximal effect; % is scaled to controls: 0 for no effect and ±100 for the full control effect; nearly all actives have a fitted effect of over 60% in size
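A549 ARE_Fluc cells (5000/well, 5% FBS OPTI-MEM) pre-incubated 2 h, then treated with compounds 18-24 h at 37C/5% CO2 in concentration-response. CellTiter-Fluor viability read first; BugLite luciferase luminescence after 15 min at room temperature gives Nrf2 activity.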
HepG2 viability: HepG2 cytotoxicity, counter-screen for TGF-b inhibitors | AID 588856 | HepG2 CAGA-GFP viability, ATP luminescence, 18 h | Potency, µM (highest dose often 46.1 µM), without a hit: top-dose activity change, negative = cytotoxicity, usual class: cytotoxic | 0.76% of 410,000 active; also: potency is read from the fitted curve at half-maximal effect; some results filed as inactive show a strong effect at the top dose
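CellTiter-Glo luminescence gave cytotoxicity after 18 hours at 37 degrees C. The cells were HepG2 CAGA-GFP in 1% FBS DMEM, stimulated with 500 pg/mL TGF-beta after compound addition. %Activity was normalised to no-cell wells (complete cell-killing) and DMSO (no toxicity), and curves were fitted and classified.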
Mm-Cpn inhibitor: inhibitors of Methanococcus maripaludis chaperonin (MmCpn); 0.031% of 330,000 active; purified Mm-Cpn ATPase, ADP Transcreener TR-FRET; Potency, µM (doses to about 76.9 µM), without a hit: at the top dose activity, negative = inhibition, actives largely listed as inhibitors; also: potency is read from the fitted curve at half-maximal effect; % is scaled to controls: 0 for no effect and ±100 for the full control effect; nearly all actives have a fitted effect of over 80% in size
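ATPase read-out: TR-FRET ADP immunoassay (anti-ADP Eu cryptate vs ADP-d2), ex 320 nm, em 590/665 nm; signal drops as ADP forms. Enzyme 25 nM, ATP 10 uM, 30 min at 37°C after 10 min compound preincubation.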
Abeta yeast res: restores growth of yeast expressing A-beta42 peptide; yeast expressing A-beta42, growth rescue, OD600, 48 h; response scale: 0% DMSO, 100% iron-clioquinol control; Potency, µM (doses to about 46.1 µM), for inactives: top-dose growth rescue, hits mostly activators; 0.063% of 410,000 active; also: potency is read from the fitted curve at half-maximal effect; nearly all actives have a fitted effect of over 55% in size
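Growth rescue measured by 600 nm absorbance after 48 h yeast culture at 30 C with compound. Values normalized between DMSO and an equimolar ferric chloride plus clioquinol control.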
Nrf2 activator: Nrf2 pathway activation; AREc32 ARE-luciferase reporter (MCF7-derived line), luminescence, 24 h; Potency, µM (titrated, usually from 46.1 µM), without a hit: at the highest dose activation, most hits filed as activators; 0.31% of 410,000 active; AID 624171; also: potency is read from the fitted curve at half-maximal effect; % of control where 0% means no effect; nearly all actives have a fitted effect of over 65% in size
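ARE activation measured as luciferase luminescence (Steady-Glo, 30 min RT) in AREc32_Fluc cells after 24 hr compound exposure at 37 deg C, 5% CO2; cells seeded overnight at 1000/well in OPTI-MEM, 5% FBS.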
TGFb inhibitor: blocks TGF-b signaling; HepG2 CAGA-GFP TGF-b/SMAD3 reporter, GFP fluorescence, 18 h; TGF-beta stimulated, 500 pg/mL final; Potency, µM (titrated, usually from 46.1 µM), without a hit: at the top dose activity, negative = inhibition, most hits filed as inhibitors; 1.2% of 410,000 active; also: potency is read from the fitted curve at half-maximal effect; % is scaled to controls: 0 for no effect and ±100 for the full control effect; nearly all actives have a fitted effect of over 65% in size
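Inhibition of TGF-beta-driven CAGA-GFP reporter expression in HEPG2 cells is measured by cellular GFP fluorescence after 18 h stimulation with 500 pg/mL recombinant TGF-beta in 1% FBS medium at 37 degrees C.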
CCT chaperon mod: modulators of cytosolic chaperonin (CCT/TRiC) activity. purified chaperonin ATPase assay, HTRF ADP detection, 30 min. activity change, % (no concentration beside the values), hits read low. 0.3% of 360,000 active. AID 651819; in the data active = activity change below about -30%; also: % is scaled to controls: 0 for no effect and ±100 for the full control effect
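Nucleotide hydrolysis assay: TRiC at 20–40 nM final (set by batch activity) with 10 uM ATP, 30 min at 37 °C, in presence of 76 uM compound. Detection by competitive ADP HTRF, 30 min ambient.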
* hit, by the source's call; i = inactive; ? = inconclusive; · = not tested or not shown; [ ] = remark or other dose. Unless noted, calls follow the shape of the dose curve; as a rule, active = well fitted curve in the direction sought with a large enough effect; inconclusive = small, poorly fitted or top-dose-only effect, or another doubt; inactive = no such curve, though single readings can be large; an effect the other way counts as inactive or inconclusive.

Start of the listing, in advance:
Codes: A = Akt phos inh; B = A549 tox; C = Nrf2 block; D = HepG2 viability; E = Mm-Cpn inhibitor; F = Abeta yeast res; G = Nrf2 activator; H = TGFb inhibitor; I = CCT chaperon mod
> CN(C)CCCN(C(=O)c1ccc([N+](=O)[O-])o1)c1nc2cc3c(cc2s1)OCO3
  A: i | B: ? | C: 26% | D: -56% | E: -2% | F: 11% | G: -1.6% | H: ? | I: 0.5

> Cc1cc(N2CCOCC2)nc2ccc(NC(=S)NC(C)C)cc12
  A: i | B: 11% | C: 1% | D: 0% | E: -7% | F: -1% | G: 3.9% | H: 20% | I: -1.7

> Cc1ccc(NC(=O)c2cc(-c3cc(Cl)ccc3O)n[nH]2)cc1C
  A: i | B: 0% | C: -8% | D: 11% | E: ? | F: -6% | G: -0.2% | H: 27% | I: 2.1

Main list, from the start:
Codes: A = Akt phos inh; B = A549 tox; C = Nrf2 block; D = HepG2 viability; E = Mm-Cpn inhibitor; F = Abeta yeast res; G = Nrf2 activator; H = TGFb inhibitor; I = CCT chaperon mod
> CN(C)CCCN(C(=O)c1ccc([N+](=O)[O-])o1)c1nc2cc3c(cc2s1)OCO3
  A: i | B: ? | C: 26% | D: -56% | E: -2% | F: 11% | G: -1.6% | H: ? | I: 0.5

> Cc1cc(N2CCOCC2)nc2ccc(NC(=S)NC(C)C)cc12
  A: i | B: 11% | C: 1% | D: 0% | E: -7% | F: -1% | G: 3.9% | H: 20% | I: -1.7

> Cc1ccc(NC(=O)c2cc(-c3cc(Cl)ccc3O)n[nH]2)cc1C
  A: i | B: 0% | C: -8% | D: 11% | E: ? | F: -6% | G: -0.2% | H: 27% | I: 2.1

> O=C(NC(=S)Nc1ccc(CN2CCCCC2)cc1)c1cccc(OCc2ccccc2)c1
  A: i | B: -11% | C: ? | D: -29% | E: 1% | F: -41%[inhibitor] | G: 5.7% | H: ? | I: -2.0

> O=C(O)CCC(=O)Nc1ccc(Br)cc1C(=O)c1ccccc1
  A: i | B: 0% | C: -18% | D: -26% | E: 3% | F: 16% | G: -0.8% | H: -13% | I: -0.4

> COc1ccc(Cl)cc1NC(=O)COc1ccc2c(c1)OCO2
  A: i | B: 3% | C: -2% | D: 9% | E: -4% | F: -31% | G: 0.2% | H: 14% | I: -2.4

> C=CCc1cccc2cc(C(=O)Nc3cccc(Cl)c3)c(=O)oc12
  A: · | B: -9% | C: 8% | D: -23% | E: · | F: -8% | G: 3.9% | H: -24% | I: ·

> CN[C@H](C)C(=O)NC[C@H]1O[C@@H](n2cnc3c(N)ncnc32)[C@H](O)[C@@H]1O
  A: i | B: 8% | C: 8% | D: -8% | E: -1% | F: -12% | G: -0.4% | H: 11% | I: -0.1

> CCOc1ccc(C(=O)N/N=C/c2ccccc2[N+](=O)[O-])cc1
  A: i | B: 9% | C: ? | D: -30% | E: -1% | F: -4% | G: 2.4% | H: 8% | I: -18

> COc1ccc(-n2nc(C(=O)N3CCN(c4cccc(C)c4C)CC3)c3c4ccccc4n(C)c3c2=O)cc1
  A: · | B: 9% | C: 21% | D: -5% | E: · | F: -10% | G: 2.5% | H: -4% | I: ·

> COC(=O)Cc1ccc(NC(=O)c2ccccc2Br)cc1
  A: i | B: 5% | C: -28% | D: 1% | E: 1% | F: 0% | G: -0.3% | H: 4% | I: -6.1

> CCOC(=O)C1=C(C)N(c2ccc(OC)cc2)C(=O)/C1=C\c1cccs1
  A: i | B: 3% | C: -9% | D: -13% | E: 1% | F: -5% | G: 4.1% | H: 3% | I: -3.3

> COc1ccc(C(=O)NC(Cc2ccccc2)c2ccc3c(c2)OCCCO3)cc1 (centres undefined)
  A: i | B: 9% | C: · | D: -1% | E: 2% | F: 22% | G: -0.2% | H: -31% | I: 0.9

> CCOC(=O)c1c(N)n(-c2ccc(N)cc2)c2nc3ccccc3nc12
  A: i | B: -11% | C: -19% | D: -1% | E: 0% | F: -5% | G: -0.3% | H: -10% | I: 0.5

> O=S(=O)(NCc1ccncc1)c1ccccc1
  A: i | B: -15% | C: ? | D: -72% | E: 0% | F: 14% | G: 0.2% | H: -2% | I: -0.1

> CCOc1ccc(NC(=O)CC2C(=O)N(C)C(=S)N2CCCc2ccccc2)cc1 (centres undefined)
  A: i | B: -6% | C: 1% | D: 5% | E: -2% | F: 7% | G: 0.2% | H: 2% | I: -1.4

> N#Cc1c(-c2ccc(Br)cc2)cc(-c2cccnc2)nc1N
  A: i | B: 2% | C: -7% | D: -19% | E: -14% | F: 4% | G: 4.8% | H: 6% | I: -1.5

> C=CCN1C(=O)CSC1=Nc1ccc(C(=O)O)cc1
  A: i | B: 0% | C: -28% | D: -10% | E: -1% | F: -7% | G: -0.9% | H: -15% | I: 0.2

> CN(c1ccccc1)c1nc(N)c([N+](=O)[O-])c(NCc2ccccc2)n1
  A: i | B: -2% | C: -18% | D: -24% | E: 1% | F: 2% | G: 4.4% | H: ? | I: -0.5

> CCOC(=O)c1ccc(N2C(=O)c3n[nH]c(-c4cccs4)c3C2c2ccc(C(C)C)cc2)cc1 (centres undefined)
  A: · | B: ? | C: 23µM* | D: 1% | E: · | F: -7% | G: -0.7% | H: ? | I: ·

Look-ups from the entries so far:
COC(=O)Cc1ccc(NC(=O)c2ccccc2Br)cc1 in A549 tox = 5%
N#Cc1c(-c2ccc(Br)cc2)cc(-c2cccnc2)nc1N in A549 tox = 2%

Later entries
Codes: A = Akt phos inh; B = A549 tox; C = Nrf2 block; D = HepG2 viability; E = Mm-Cpn inhibitor; F = Abeta yeast res; G = Nrf2 activator; H = TGFb inhibitor; I = CCT chaperon mod
> COc1ccc(-c2nc3scc(CCNS(=O)(=O)c4c(C)noc4C)n3n2)cc1
  A: · | B: -14% | C: · | D: -8% | E: · | F: -16% | G: 4.2% | H: -25% | I: ·

> O=c1oc2cc(OCc3ccc([N+](=O)[O-])cc3)ccc2c2c1CCCC2
  A: i | B: -3% | C: 7% | D: 3% | E: 1% | F: 8% | G: -1.1% | H: -3% | I: -1.5

> Cc1ccc(S(=O)(=O)N2CCOCC2)cc1C(=O)N1CCN(c2ncccn2)CC1
  A: i | B: 10% | C: -9% | D: 0% | E: 3% | F: 1% | G: -0.3% | H: 64%[activator] | I: -2.3

> CCCC(O)(c1ccccc1)C(c1ccccc1)c1ccccn1 (centres undefined)
  A: i | B: 0% | C: 0% | D: -2% | E: · | F: 14% | G: -0.3% | H: -5% | I: -1.4

> Nc1c(S(=O)(=O)c2cccs2)c2nc3ccccc3nc2n1/N=C/c1cccc(O)c1
  A: i | B: ? | C: 26µM* | D: -35% | E: -5% | F: 11% | G: -0.9% | H: ? | I: 0.2

> Cc1cccc(C(=O)Oc2coc(CSc3nnc(NC(=O)C4CC4)s3)cc2=O)c1
  A: i | B: -1% | C: -15% | D: -1% | E: 1% | F: 7% | G: -0.1% | H: 6% | I: -1.6

> CC(=O)Nc1ccc2c(c1)nc(C)n2Cc1ccccc1
  A: i | B: 3% | C: ? | D: 10% | E: 1% | F: 6% | G: -0.7% | H: -1% | I: -0.7

> CC(=O)c1cnc(N2CCCCC2)nc1C
  A: · | B: -1% | C: ? | D: 6% | E: 0% | F: -16% | G: 3.3% | H: 0% | I: 0.0

> CCCCNC(=O)c1onc(CSc2cccc3ccccc23)c1C(=O)O
  A: i | B: -2% | C: 8% | D: -29% | E: -4% | F: -4% | G: 0.1% | H: ? | I: -1.5

> Cc1ccnc(NC(=O)CCC(=O)N(CC(=O)NC2CCCCC2)c2cccc(C)c2C)c1
  A: i | B: 4% | C: 22% | D: -3% | E: 0% | F: -2% | G: -0.6% | H: 1% | I: -0.1

> CCCCCOC(=O)c1cc(=O)[nH]c2ccccc12
  A: i | B: -3% | C: · | D: 1% | E: 0% | F: 7%[9.22 µM] | G: 7.6% | H: -4% | I: 0.9

> COc1cccc(-c2nc(-c3ccc4c(c3)-c3ccccc3S4(=O)=O)c(-c3ccccc3)[nH]2)c1OC
  A: i | B: 3% | C: -8% | D: -2% | E: ? | F: -20% | G: 4.0% | H: 2% | I: -2.8

> CCOc1ccc(NS(=O)(=O)c2ccc3nc(-c4ccccc4)[nH]c3c2)cc1
  A: · | B: 1% | C: -30% | D: -30% | E: · | F: -1% | G: -0.6% | H: ? | I: ·

> C[C@@H]1CN([C@@H](C)CO)C(=O)CCCn2cc(nn2)CO[C@H]1CN(C)S(=O)(=O)c1ccccc1F
  A: i | B: · | C: · | D: -7% | E: · | F: -4% | G: -0.8% | H: 8% | I: -0.5

> CCCCN(CCCC)c1nc2ccccc2nc1C(C#N)C(=O)NCCCOC (centres undefined)
  A: ? | B: -6% | C: 0% | D: -4% | E: -1% | F: -6% | G: -0.1% | H: 85%[activator] | I: 0.5

> CCOC(=O)C1CCN(S(=O)(=O)c2ccc(-c3ccc(=O)[nH]n3)o2)CC1
  A: i | B: 10% | C: -2% | D: -10% | E: -3% | F: -18% | G: -0.4% | H: -6% | I: -0.9

> COc1cnc(SCc2ccc(Cl)c(Cl)c2)nc1Cl
  A: i | B: 0% | C: 18% | D: -15% | E: ? | F: 14% | G: 3.6% | H: -22% | I: -1.5

> CCOC(=O)/C=C/C(=O)Nc1ccc(S(=O)(=O)Nc2nccs2)cc1
  A: i | B: -12% | C: 3% | D: -3% | E: 0% | F: -6% | G: 3.6% | H: 2% | I: -3.1

> COC(=O)C1(C)COP(=O)(NC23CC4CC(CC(C4)C2)C3)OC1 (centres undefined)
  A: i | B: -4% | C: 9% | D: 9% | E: · | F: 2% | G: 0.1% | H: 8% | I: -0.1

> COc1ccc(OC)c(/C=N/NC(=O)c2cnccn2)c1
  A: i | B: 3% | C: 6% | D: 6% | E: 0% | F: 2% | G: 0.3% | H: -3% | I: 0.8
